FUS yeast rescue – rescues growth of FUS-expressing yeast; S. cerevisiae FUS-expressing, growth rescue, OD600, 24 h; Potency, µM (top dose mostly 76.6 µM), for the others: at the highest dose growth rescue (activation), usual class: activators; 0.24% of 390,000 active;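 also: potency is read from the fitted curve at half-maximal effect; plate controls were DMSO vehicle for no effect and reference control for full effect; nearly all actives have a fitted effect of over 55% in size; some results filed as inactive show a strong effect at the top dose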
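Yeast expressing FUS under galactose induction, OD 0.005 in 2% galactose medium; compounds in a dilution series, 24 h at 30C. Growth rescue by absorbance at 600 nm; CP55940 positive control, DMSO negative.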
EPAC1 antag – blocks human EPAC1 exchange factor; O95398; EPAC1 GEF assay, Rap1b-BODIPY-GDP exchange fluorescence; Potency, µM (highest dose often 115 µM), for the others: at the highest dose activity change, negative = inhibition, usual class: inhibitors; 0.14% of 360,000 active; AID 720709;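 also: potency is read from the fitted curve at half-maximal effect; plate controls were vehicle for no effect and positive control for full effect; nearly all actives have a fitted effect of over 50% in size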
PLK1 PBD block – blocks phosphopeptide binding to human PLK1 polo-box domain | 2.8% of 360,000 active | Potency, µM, for the others: max response, negative = inhibition, usual class: inhibitors | Plk1 PBD binding of FITC phosphopeptide, fluorescence polarization | P53350 | AID 720504; also: potency is read from the fitted curve at half-maximal effect; series mostly up to about 57 µM; % is scaled to controls: 0 for no effect and ±100 for the full control effect; nearly all actives have a fitted effect of over 65% in size
Target sequence (P53350 whole entry, looked up, the tested form may be a part): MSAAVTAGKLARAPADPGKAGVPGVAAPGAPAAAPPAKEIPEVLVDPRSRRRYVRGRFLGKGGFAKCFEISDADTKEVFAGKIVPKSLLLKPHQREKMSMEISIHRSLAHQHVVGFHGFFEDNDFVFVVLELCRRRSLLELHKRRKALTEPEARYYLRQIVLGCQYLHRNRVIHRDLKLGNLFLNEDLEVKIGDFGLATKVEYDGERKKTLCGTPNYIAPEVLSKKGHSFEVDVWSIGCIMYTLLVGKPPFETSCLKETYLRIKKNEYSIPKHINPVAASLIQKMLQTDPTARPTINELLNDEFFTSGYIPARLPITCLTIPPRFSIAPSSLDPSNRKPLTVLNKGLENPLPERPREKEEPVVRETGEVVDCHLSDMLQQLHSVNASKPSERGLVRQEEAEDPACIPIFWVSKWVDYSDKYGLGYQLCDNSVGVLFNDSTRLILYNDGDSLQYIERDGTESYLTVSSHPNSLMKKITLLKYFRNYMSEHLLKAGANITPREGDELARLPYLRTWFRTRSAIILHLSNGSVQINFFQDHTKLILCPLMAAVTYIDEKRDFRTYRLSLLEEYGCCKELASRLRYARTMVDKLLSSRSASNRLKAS
aSyn yeast inh – rescues yeast growth from alpha-synuclein toxicity. Yeast expressing alpha-synuclein, growth rescue, BacTiter-Glo, 24 h. Potency, µM (series often up to 46.1 µM), for the others: top-dose growth rescue (activation), most hits filed as activators. 0.14% of 370,000 active. AID 652106; also: potency is read from the fitted curve at half-maximal effect; % of control where 0% means no effect; nearly all actives have a fitted effect of over 65% in size
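Rescue of yeast growth: cells expressing toxic alpha-synuclein, induced in galactose at OD600 0.02, incubated with compound 24 h at 30 C. ATP luminescence quantified growth; inhibitors of toxicity appear as activators.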
IL-2 act – activates IL-2 in a cell-based reporter assay; IL-2 activation reporter assay, cell-based qHTS; stimulated with anti-CD3/CD4/CD28 beads; in transgenic mouse T cells; activation, % (series mostly up to about 46 µM); 0.065% of 360,000 active; AID 652025; in the data active = activation above about 50%; inconclusive = mostly about 30% to 49%; also: 0% is about no effect
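Unstimulated transgenic mouse T cells; 60-min compound exposure; bead-based TCR/CD4/CD28 stimulation; 18 h culture, 37 degrees C; dual fluorescence (EGFP, DsRed) plate cytometry.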
Abeta rescue – A-beta toxicity reversal in yeast. yeast expressing A-beta42, growth rescue, OD600, 48 h; response scale: 0% DMSO, 100% iron-clioquinol control. Potency, µM (titrated, usually from 46.1 µM), inactives show at the highest dose growth rescue, hits mostly activators. 0.063% of 410,000 active. AID 1347071; also: potency is read from the fitted curve at half-maximal effect; nearly all actives have a fitted effect of over 55% in size
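Yeast A-beta toxicity model in growth medium with pinned compounds, 48 h at 30 C; growth read as absorbance at 600 nm. Normalized to FeCl3/clioquinol equimolar mix (positive) and DMSO (negative).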
EPAC1 ag – activates human EPAC1 exchange factor; EPAC1 agonist qHTS, biochemical assay; response scale: 100% = response to 6.5 mM cAMP; Potency, µM (titrated, usually from 154 µM), for the others: at the highest dose activation, usual class: activators; 0.073% of 360,000 active; AID 720707; also: potency is read from the fitted curve at half-maximal effect; nearly all actives have a fitted effect of over 60% in size
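Normalized to 6.5 mM cAMP, activity reflects EPAC1-catalysed release of BODIPY-GDP from Rap1B, followed kinetically over 30 min at 480 nm excitation, 540 nm emission. Reaction contained 100 nM EPAC1, 250 nM Rap1B-BODIPY-GDP, 50 uM GDP.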
PI5P4Ka inh – PI5P4K alpha (human) kinase inhibition; 1.2% of 330,000 active; P48426; max response, %; PI5P4Kalpha enzyme, ADP-Glo luminescence, 60 min; hits give low values; active = max response of -50% or lower; inconclusive = between -30% and -50%; inactive = -30% or higher; also: value at the top dose of about 77 µM; % is scaled to controls: 0 for no effect and ±100 for the full control effect
Target sequence (P48426 whole entry, looked up): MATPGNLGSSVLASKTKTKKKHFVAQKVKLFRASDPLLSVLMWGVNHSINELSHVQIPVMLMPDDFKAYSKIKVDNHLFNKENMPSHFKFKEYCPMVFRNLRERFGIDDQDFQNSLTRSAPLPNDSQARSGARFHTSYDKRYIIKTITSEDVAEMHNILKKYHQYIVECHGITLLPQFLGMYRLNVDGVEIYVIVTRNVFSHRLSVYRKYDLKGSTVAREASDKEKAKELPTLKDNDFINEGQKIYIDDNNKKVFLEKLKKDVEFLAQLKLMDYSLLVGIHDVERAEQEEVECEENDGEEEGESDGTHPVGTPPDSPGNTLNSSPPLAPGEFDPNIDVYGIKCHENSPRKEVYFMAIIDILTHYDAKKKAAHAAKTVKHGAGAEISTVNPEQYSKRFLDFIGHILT
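Human PI5P4Kalpha with substrate in 0.038 M HEPES pH 7.4, 0.28 mM EGTA, 0.1% CHAPS, 5% DMSO; reaction started with 5 microM ATP (final), 60 min at room temperature. ADP formed read by ADP-Glo luminescence.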
WRN inhibitor – WRN helicase (human) inhibition; Q14191; WRN helicase unwinding, fluorescent forked duplex, kinetic; Potency, µM (series often up to 114 µM), inactives show top-dose activity change, negative = inhibition, actives largely listed as inhibitors; 0.46% of 360,000 active; also: potency is read from the fitted curve at half-maximal effect; % is scaled to controls: 0 for no effect and ±100 for the full control effect; nearly all actives have a fitted effect of over 55% in size
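Enzyme (20 nM final) and test compound sit together 15 min at room temperature before substrate addition. Substrate is a single-forked duplex oligonucleotide (100 nM) labelled with fluorophore and quencher, with 2 mM ATP; helicase unwinding raises red fluorescence, read kinetically.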
An asterisk follows results filed as active; & = joins results of further samples; [ ] = dose if it differs, or a comment. Unless noted, calls follow the shape of the dose curve; as a rule, active = well fitted curve in the direction sought with a large enough effect; inconclusive = small, poorly fitted or top-dose-only effect, or another doubt; inactive = no such curve, though single readings can be large; an effect the other way counts as inactive or inconclusive.

How did CCN(CC)S(=O)(=O)N1CCC(C(=O)NCC2COc3ccccc3O2)CC1 (stereo not drawn) do in these assays?
FUS yeast rescue: 18%; EPAC1 antag: 2%; PLK1 PBD block: -8%; aSyn yeast inh: 1%; IL-2 act: 0.5; Abeta rescue: 4%; EPAC1 ag: 5%; WRN inhibitor: 2%

How did O=C(COc1ccccc1[N+](=O)[O-])Nc1ccc(N2CCN(C(=O)c3cccs3)CC2)cc1 do in these assays?
FUS yeast rescue: -9%; EPAC1 antag: -16%; PLK1 PBD block: -6%; aSyn yeast inh: 5%; IL-2 act: -3.1; Abeta rescue: -10%; EPAC1 ag: 2%; PI5P4Ka inh: -7; WRN inhibitor: -4%

Results for O=C(Cn1c(=O)oc2ccccc21)N1CCCC1 ?
FUS yeast rescue: 9%; EPAC1 antag: -6%; PLK1 PBD block: -2%; aSyn yeast inh: 1%; IL-2 act: -2.4; Abeta rescue: 4%; EPAC1 ag: 13%; PI5P4Ka inh: 0; WRN inhibitor: -3%

What do the screens show for `CCCNC(=O)NC(=O)CN1CCCC1c1ccc2c(c1)OCCO2` (stereo not drawn)?
FUS yeast rescue: 13%; EPAC1 antag: 23%; PLK1 PBD block: -5%; aSyn yeast inh: -3%; IL-2 act: 0.3; Abeta rescue: 3%; EPAC1 ag: 7%; PI5P4Ka inh: -8; WRN inhibitor: -3%

What do the screens show for `O=C(COc1ccccc1)Nc1cccc(-c2cn3cccnc3n2)c1`?
FUS yeast rescue: 22%&4%; EPAC1 antag: -18%; PLK1 PBD block: -8%; aSyn yeast inh: -8%; IL-2 act: 1.0; Abeta rescue: 15%&11%; EPAC1 ag: 13%; PI5P4Ka inh: -16; WRN inhibitor: -28%

How did COCCN(Cc1cc2c(C)cc(C)cc2nc1Cl)C(=O)c1ccccc1F do in these assays?
FUS yeast rescue: -38%; EPAC1 antag: -2%; PLK1 PBD block: -3%; aSyn yeast inh: -3%; IL-2 act: -3.6; Abeta rescue: 0%; EPAC1 ag: 5%; PI5P4Ka inh: 1; WRN inhibitor: -1%

How did NC(=O)C(=O)N/N=C/c1cccc(C(F)(F)F)c1 do in these assays?
FUS yeast rescue: -23%; EPAC1 antag: 3%; PLK1 PBD block: 4%; aSyn yeast inh: 1%; IL-2 act: 2.2; Abeta rescue: 12%; EPAC1 ag: -1%; PI5P4Ka inh: 0; WRN inhibitor: -11%

Results for Cc1cc(NC(=O)CN2CCOCC2)n(-c2ccccc2)n1 ?
FUS yeast rescue: 18%; EPAC1 antag: 0%; PLK1 PBD block: -6%; aSyn yeast inh: -4%; IL-2 act: -0.9; Abeta rescue: 5%; EPAC1 ag: 6%; PI5P4Ka inh: 2; WRN inhibitor: -5%

What do the screens show for `O=C(NCCN1CCCC1)c1ccccc1Cl`?
FUS yeast rescue: 12%; EPAC1 antag: -9%; PLK1 PBD block: -7%; aSyn yeast inh: -10%; IL-2 act: 1.2; Abeta rescue: -5%; EPAC1 ag: 8%; PI5P4Ka inh: -2; WRN inhibitor: -3%

How did CC1=C(C)CC(C(=O)Nc2nc(-c3ccc(C)cc3C)c(C)s2)C(C(=O)O)C1 (stereo not drawn) do in these assays?
EPAC1 antag: -1%; PLK1 PBD block: -15%; aSyn yeast inh: 1%; IL-2 act: -0.8; Abeta rescue: 1%; EPAC1 ag: 2%; PI5P4Ka inh: -21; WRN inhibitor: -4%

How did Cc1cn([C@H]2C[C@H](O)[C@@H](CCC(=O)NCc3ccccc3)O2)c(=O)[nH]c1=O do in these assays?
FUS yeast rescue: -17%; EPAC1 antag: 0%; PLK1 PBD block: -4%; aSyn yeast inh: -2%; IL-2 act: 0.7; Abeta rescue: 5%; EPAC1 ag: -1%; PI5P4Ka inh: 0; WRN inhibitor: 2%

Results for CCCCc1c(-c2ccccc2OC)ncn1CCc1cccc(Cl)c1 ?
FUS yeast rescue: 17%; EPAC1 antag: -25%; PLK1 PBD block: -7%; aSyn yeast inh: -10%; IL-2 act: -0.3; Abeta rescue: 10%; EPAC1 ag: -7%; PI5P4Ka inh: 13; WRN inhibitor: -4%

How did COC(=O)C(C)NC(=O)c1cn(-c2ccccc2OC)c(=O)c2ccccc12 (stereo not drawn) do in these assays?
FUS yeast rescue: -24%; EPAC1 antag: -11%; PLK1 PBD block: -16%; aSyn yeast inh: -7%; IL-2 act: -0.1; Abeta rescue: -11%; EPAC1 ag: 2%; PI5P4Ka inh: -5; WRN inhibitor: 7%

How did COc1ccc(/C=C2\SC(=O)NC2=S)cc1OC do in these assays?
FUS yeast rescue: 31%; EPAC1 antag: -20%; PLK1 PBD block: 27µM*; aSyn yeast inh: -16%; IL-2 act: 0.2; Abeta rescue: -42%[inhibitor]; EPAC1 ag: 14%; PI5P4Ka inh: -70*; WRN inhibitor: inconclusive

Results for CC1=C(C(=O)N(C)C)C(c2ccc(C)s2)NC(=S)N1 (stereo not drawn) ?
FUS yeast rescue: -5%; EPAC1 antag: 4%; PLK1 PBD block: -7%; aSyn yeast inh: 6%; IL-2 act: 2.7; Abeta rescue: -13%; EPAC1 ag: -3%; PI5P4Ka inh: 3; WRN inhibitor: 4%

How did Cc1ccc(NC2CCCN(C(=O)CN3C(=O)c4ccccc4C3=O)C2)cc1C (stereo not drawn) do in these assays?
FUS yeast rescue: 15%; EPAC1 antag: 0%; PLK1 PBD block: 4%; aSyn yeast inh: 4%; IL-2 act: 1.1; Abeta rescue: -6%; EPAC1 ag: 2%; PI5P4Ka inh: -2; WRN inhibitor: 3%

Results for O=C(NC1CC2CCCC(C1)N2C(=S)Nc1ccc(Cl)cc1)C1CC1 (stereo not drawn) ?
FUS yeast rescue: inconclusive; EPAC1 antag: 12%; PLK1 PBD block: 2%; aSyn yeast inh: 0%; IL-2 act: 0.5; Abeta rescue: -1%; EPAC1 ag: -3%; PI5P4Ka inh: 3; WRN inhibitor: 4%

How did CC12CCCCC1N(O)C(=O)C(=O)N2O (stereo not drawn) do in these assays?
EPAC1 antag: -8%; PLK1 PBD block: 2%; aSyn yeast inh: -5%; IL-2 act: 0.5; Abeta rescue: 9%; EPAC1 ag: -3%; PI5P4Ka inh: -6; WRN inhibitor: 0%[57.1 µM]

What do the screens show for `Cc1cccc(C)c1NC(=O)c1ccc(CN2CCc3ccccc3C2)cc1`?
FUS yeast rescue: -6%; EPAC1 antag: -7%; PLK1 PBD block: -6%; aSyn yeast inh: 5%; IL-2 act: -1.0; Abeta rescue: 5%; EPAC1 ag: 11%; PI5P4Ka inh: -3; WRN inhibitor: 0%

How did COc1ccccc1NC(=S)Nc1ccccn1 do in these assays?
EPAC1 antag: 1%; PLK1 PBD block: -5%; aSyn yeast inh: 3%; IL-2 act: 0.0; Abeta rescue: 4%; EPAC1 ag: -4%; PI5P4Ka inh: 6; WRN inhibitor: -4%

The closing 3 compounds of the section above lead into the next.
How did CC12CCCCC1N(O)C(=O)C(=O)N2O (stereo not drawn) do in these assays?
EPAC1 antag: -8%; PLK1 PBD block: 2%; aSyn yeast inh: -5%; IL-2 act: 0.5; Abeta rescue: 9%; EPAC1 ag: -3%; PI5P4Ka inh: -6; WRN inhibitor: 0%[57.1 µM]

What do the screens show for `Cc1cccc(C)c1NC(=O)c1ccc(CN2CCc3ccccc3C2)cc1`?
FUS yeast rescue: -6%; EPAC1 antag: -7%; PLK1 PBD block: -6%; aSyn yeast inh: 5%; IL-2 act: -1.0; Abeta rescue: 5%; EPAC1 ag: 11%; PI5P4Ka inh: -3; WRN inhibitor: 0%

How did COc1ccccc1NC(=S)Nc1ccccn1 do in these assays?
EPAC1 antag: 1%; PLK1 PBD block: -5%; aSyn yeast inh: 3%; IL-2 act: 0.0; Abeta rescue: 4%; EPAC1 ag: -4%; PI5P4Ka inh: 6; WRN inhibitor: -4%

What do the screens show for `Cc1oc(-c2ccccc2)nc1C(=O)OCC(=O)NCc1ccc(F)cc1`?
FUS yeast rescue: -8%; EPAC1 antag: 21%; PLK1 PBD block: 4%; aSyn yeast inh: inconclusive; IL-2 act: -2.7; Abeta rescue: -2%; EPAC1 ag: -8%; PI5P4Ka inh: -4; WRN inhibitor: 3%

How did O=C(Cc1cccc2ccccc12)N/N=C/c1ccncc1 do in these assays?
FUS yeast rescue: 2%; EPAC1 antag: -2%; PLK1 PBD block: -9%; aSyn yeast inh: -2%; IL-2 act: -2.4; Abeta rescue: 0%; EPAC1 ag: 11%; PI5P4Ka inh: 12; WRN inhibitor: -4%

What do the screens show for `CCOC(=O)c1ccc(NS(=O)(=O)c2ccc3c(c2)oc(=O)n3C)cc1`?
FUS yeast rescue: 5%; EPAC1 antag: -20%; PLK1 PBD block: -8%; aSyn yeast inh: -1%; IL-2 act: -1.5; Abeta rescue: -14%; EPAC1 ag: -7%; PI5P4Ka inh: 0; WRN inhibitor: 1%

How did Cc1ccc(NC(=O)N2CCN(Cc3ccc4c(c3)OCO4)CC2)cc1 do in these assays?
FUS yeast rescue: inconclusive; EPAC1 antag: -11%; PLK1 PBD block: -11%; aSyn yeast inh: 1%; IL-2 act: -1.2; Abeta rescue: -12%; EPAC1 ag: 13%; WRN inhibitor: 0%

How did O=C(Nc1cccc2c1[nH]c1ccccc12)C(F)(F)F do in these assays?
FUS yeast rescue: 8%; EPAC1 antag: 1%; PLK1 PBD block: 5%; aSyn yeast inh: 0%; IL-2 act: 0.6; Abeta rescue: 13%; EPAC1 ag: 2%; PI5P4Ka inh: 13; WRN inhibitor: 1%

Results for Cc1nc(C)n(CC(O)COc2ccc(C(=O)c3ccccc3)cc2)n1 (stereo not drawn) ?
FUS yeast rescue: 3%; EPAC1 antag: -4%; PLK1 PBD block: -8%; aSyn yeast inh: 0%; IL-2 act: -1.5; Abeta rescue: 7%; EPAC1 ag: 9%; PI5P4Ka inh: 3; WRN inhibitor: 2%

Screening data as filed in PubChem BioAssay.
